High-throughput results from PubChem BioAssay.
LmPK inhibitor – LmPK (Leishmania mexicana) enzyme inhibition; Q27686; purified LmPK, Kinase-Glo ATP luminescence, 1 h; Potency, µM (highest dose often 57.5 µM), for the others: at the highest dose activity change, negative = inhibition, actives largely listed as inhibitors; 290,000 compounds, 0.37% hits; AID 1721; also: potency is read from the fitted curve at half-maximal effect
Target sequence (Q27686 whole entry, looked up): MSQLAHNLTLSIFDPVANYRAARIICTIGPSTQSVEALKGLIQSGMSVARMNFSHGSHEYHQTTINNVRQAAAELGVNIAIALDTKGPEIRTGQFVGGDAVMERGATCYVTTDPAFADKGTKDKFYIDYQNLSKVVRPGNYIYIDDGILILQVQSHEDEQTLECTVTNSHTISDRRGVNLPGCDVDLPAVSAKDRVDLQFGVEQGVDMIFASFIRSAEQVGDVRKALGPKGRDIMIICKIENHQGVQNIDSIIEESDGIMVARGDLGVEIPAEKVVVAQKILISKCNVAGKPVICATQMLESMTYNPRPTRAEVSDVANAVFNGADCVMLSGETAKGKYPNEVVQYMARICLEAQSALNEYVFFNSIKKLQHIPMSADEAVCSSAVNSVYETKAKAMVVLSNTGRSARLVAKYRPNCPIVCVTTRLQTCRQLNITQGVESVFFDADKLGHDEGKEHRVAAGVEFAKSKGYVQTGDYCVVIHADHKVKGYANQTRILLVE
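qHTS format; LmPK 0.1 nM; substrates PEP 0.5 mM and ADP 0.1 mM. One-hour room-temperature incubation, then coupled luciferase luminescence; 0.5 nM enzyme wells mark activation.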
HCMV antiviral – blocks human cytomegalovirus replication. AID 1259415. activity change, negative = inhibition, % at 57.5 µM. 410,000 compounds, 4.5% hits. HFF cells, HCMV-luciferase reporter, 72 h; hits give low values; in the data active = activity change below about -60%; inconclusive = no clear call, values can overlap the other calls; inactive = above about -39%
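Two-dose cell screen: HFF monolayers treated with compounds and infected with luciferase-expressing HCMV at 1 PFU/cell, 72 h at 37C, then lysed for luciferase measurement.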
Tb PYK inh – T. brucei pyruvate kinase inhibition; TbPYK enzyme, Kinase-Glo Plus ATP luminescence, 45 min; Potency, µM (top dose mostly 76.8 µM), without a hit: at the highest dose activity, negative = inhibition, hits mostly inhibitors; 410,000 compounds, 0.12% hits; AID 624173; also: potency is read from the fitted curve at half-maximal effect; nearly all actives have a fitted effect of over 50% in size
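Glycolytic pyruvate kinase of T. brucei was incubated with substrate, test compound and 130 uM ADP for 45 minutes at room temperature. Luminescent Kinase-Glo Plus signal was measured after 10 minutes.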
AmpC inh detg – AmpC beta-lactamase inhibition with detergent present | P00811 | AmpC hydrolysis of nitrocefin, absorbance 480 nm, 0.01% Triton | Potency, µM (series often up to 114 µM), for inactives: at the highest dose activity change, negative = inhibition, hits mostly inhibitors | 370,000 compounds, 0.041% hits | AID 485294;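 also: potency is read from the fitted curve at half-maximal effect; 0% = no-compound wells and -100% = no-enzyme wells; nearly all actives have a fitted effect of over 25% in size; some results filed as inactive show a strong effect at the top dose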
Target sequence (P00811 whole entry, looked up): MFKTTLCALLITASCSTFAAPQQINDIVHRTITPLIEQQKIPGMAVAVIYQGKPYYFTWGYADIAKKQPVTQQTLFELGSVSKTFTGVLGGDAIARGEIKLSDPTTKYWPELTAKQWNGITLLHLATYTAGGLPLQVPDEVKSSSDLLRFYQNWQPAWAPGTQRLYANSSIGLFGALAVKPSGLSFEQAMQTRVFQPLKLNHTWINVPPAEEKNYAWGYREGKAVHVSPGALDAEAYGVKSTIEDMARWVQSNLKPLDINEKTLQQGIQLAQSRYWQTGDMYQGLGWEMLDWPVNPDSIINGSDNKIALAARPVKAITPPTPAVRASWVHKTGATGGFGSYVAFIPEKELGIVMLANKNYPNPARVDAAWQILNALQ
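20 mM phosphate pH 7.0 + 0.01% (detergent screen) or 0.0001% Triton X-100; 5.3 nM AmpC reagent; cpd preinc 15 min RT; nitrocefin (800 uM stock) to start; A480 q20 s × 4 min; Activity was normalised to no-enzyme and no-compound control wells.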
HCV inhibitor – blocks hepatitis C virus; Huh7.5.1 HCVcc-Cre infection, luciferase reporter, 44 h; Potency, µM (titrated, usually from 41.8 µM), for inactives: top-dose activity change, negative = inhibition, actives largely listed as inhibitors; 340,000 compounds, 3.4% hits; AID 651820; also: potency is read from the fitted curve at half-maximal effect
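Compounds are dispensed onto cells plated 4 h earlier at 1,000 per well, with HCVcc-Cre virus (about 0.5 moi) added next. Following 44 h of culture, luminescent signal is measured for 15 sec after 15 min with substrate at room temperature.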
AMA1-RON2 inh – inhibitors of Plasmodium falciparum AMA1-RON2 interaction. AlphaScreen AMA1-biotinylated RON2 peptide binding. Potency, µM (series often up to 58.2 µM), without a hit: at the highest dose activity change, negative = inhibition, hits mostly inhibitors. 360,000 compounds, 0.2% hits. AID 720542;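 also: potency is read from the fitted curve at half-maximal effect; 0% = vehicle wells and -100% = peptide control; nearly all actives have a fitted effect of over 45% in size; some results filed as inactive show a strong effect at the top dose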
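AMA1 (3D7) with his tag at 25 nM final met compounds first, then biotinylated RON2 peptide at 25 nM; detection used donor plus acceptor beads, 10 µg/mL apiece, read by AlphaScreen after 30 min at room temperature.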
AmpC inh no detg – blocks E. coli AmpC beta-lactamase in detergent-free assay; AmpC nitrocefin hydrolysis, absorbance 480 nm, 0.0001% Triton; Potency, µM (highest dose often 57.1 µM), inactives show top-dose activity change, negative = inhibition, most hits filed as inhibitors; 330,000 compounds, 0.52% hits;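 also: potency is read from the fitted curve at half-maximal effect; plate controls were no compound for no effect and no enzyme for full effect; nearly all actives have a fitted effect of over 20% in size; some results filed as inactive show a strong effect at the top dose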
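AmpC (5.3 nM in the dispensed reagent) in 20 mM phosphate pH 7.0 with 0.01% (detergent screen) or 0.0001% Triton X-100 was preincubated with compounds for 15 min at room temperature. Nitrocefin was then added from an 800 uM solution, and hydrolysis was followed at 480 nm.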
The depositor's hits bear a star; u = inconclusive; x = not tested or not shown; & = joins results of further samples; [ ] = dose if it differs, or a comment. Unless noted, calls follow the shape of the dose curve; as a rule, active = well fitted curve in the direction sought with a large enough effect; inconclusive = small, poorly fitted or top-dose-only effect, or another doubt; inactive = no such curve, though single readings can be large; an effect the other way counts as inactive or inconclusive. Unless noted, % is scaled to controls: 0 for no effect and ±100 for the full control effect. Hits appear at their usual frequency; about 7.5% have a hit in one of these screens.

SMILES	LmPK inhibitor	HCMV antiviral	Tb PYK inh	AmpC inh detg	HCV inhibitor	AMA1-RON2 inh	AmpC inh no detg
O=C(CCN1CCCCC1)c1ccc2c(c1)OCCO2	5%	-10	2%	-12%	-3%	-10%	-16%
O=C(Cn1cncn1)N1CCN(c2ccc(F)cc2)CC1	1%	14	-4%	-3%	8%	3%	-17%
COC(=O)c1ccc(CSc2ccc3nnc(-c4ccccn4)n3n2)o1	7%	58	-5%	u	17%	-2%	-2%
Cc1ccc(N(CCC#N)C(=O)COC(=O)c2ccccc2SCC(=O)N2CCCC2)cc1	x	u	1%	5%	u	73%[activator]	174%[activator]
O=S(=O)(Nc1nc2n(n1)C(c1ccc(F)cc1)C=C(c1ccc(Cl)cc1)N2)c1ccccc1 (stereo not drawn)	x	8	-14%	12%	x	x	x
NC(=O)N1OCC2COc3ccc4ccccc4c3C21 (stereo not drawn)	5%	-31	-7%	-11%	7%	-2%	-14%
Cc1ccc(Nc2nc(-c3cccnc3)cs2)cc1Cl	-2%	112	-6%	-1%	u	-3%	-23%
Cn1c(=O)c2c(SCC(=O)NCC3CCCO3)nc(-c3cccs3)nc2n(C)c1=O (stereo not drawn)	1%	x	x	-3%	-18%	x	-6%
COCCNC(=O)CS(=O)Cc1nc(-c2ccccc2C)oc1C (stereo not drawn)	2%	-35	-10%	-7%	6%	0%	-12%
COC(=O)C(Cc1ccccc1)NC(=O)CCNC(=O)c1ccc(Br)cc1 (stereo not drawn)	4%	9	7%	-5%	-17%	-2%	41%
CC[C@]12c3[nH]c4ccc(OC)cc4c3CCN1C(=O)C(CC(=O)NCCCN(C)C)C[C@@H]2C(=O)N1CCN(C(=O)c2ccco2)CC1 (stereo partly drawn)	x	17	4%	x	-2%	-2%	9%
COc1ccc(NS(=O)(=O)c2ccc(C)c(C(=O)N3CC(C)OC(C)C3)c2)cc1 (stereo not drawn)	x	-1	5%	-4%	u	7%	18%
Cc1cccc(Oc2nc(-c3ccccn3)nc3ccccc23)c1	4%	-72*	-8%	2%	u	45%[activator]	83%[activator]
CC(OC(=O)/C=C/c1ccco1)C(=O)NC1CCCCC1 (stereo not drawn)	x	-32	4%	x	x	-1%	x
O=c1cc(-c2ccc(Cl)cc2)[nH]c2ccccc12	5%	x	1%	-7%	-1%	7%	-15%

In the list so far, 3 contain a Cl atom:
SMILES	LmPK inhibitor	HCMV antiviral	Tb PYK inh	AmpC inh detg	HCV inhibitor	AMA1-RON2 inh	AmpC inh no detg
O=S(=O)(Nc1nc2n(n1)C(c1ccc(F)cc1)C=C(c1ccc(Cl)cc1)N2)c1ccccc1 (stereo not drawn)	x	8	-14%	12%	x	x	x
Cc1ccc(Nc2nc(-c3cccnc3)cs2)cc1Cl	-2%	112	-6%	-1%	u	-3%	-23%
O=c1cc(-c2ccc(Cl)cc2)[nH]c2ccccc12	5%	x	1%	-7%	-1%	7%	-15%

Carrying on.
SMILES	LmPK inhibitor	HCMV antiviral	Tb PYK inh	AmpC inh detg	HCV inhibitor	AMA1-RON2 inh	AmpC inh no detg
O=C1[C@@H]2C(c3cccnc3)=NO[C@@H]2C(=O)N1c1ccc(Br)cc1	-6%	12	-17%	6%	15%	4%	-21%
CC(C)Oc1ccc(C(CC(=O)O)c2ccc(F)cc2)cc1 (stereo not drawn)	-13%	0	-3%	-2%	13%	-4%	-30%
CCCc1ccc(C(=O)Cn2nc(C(=O)O)c3ccccc3c2=O)cc1	2%	26	-4%	-16%	-2%	2%	-33%
CCOc1ccc(/C=N/NC(=O)C(C)N(c2ccc(OC)cc2)S(C)(=O)=O)cc1 (stereo not drawn)	-2%	26	2%	-11%	-13%	3%	0%
O=C(CCc1nc2ccccc2c(=O)[nH]1)N1CCN(S(=O)(=O)c2cc(Cl)ccc2Cl)CC1	x	-1	-7%	x	-22%	38%[activator]	x
CN(C)/C=N/NC(=O)c1ccccc1	-2%	-12	8%	u	14%	3%	-20%
COc1ccc(C(CNC(=O)COc2ccc(F)cc2Cl)N2CCOCC2)cc1 (stereo not drawn)	x	-32	-2%	u	16%	-22%	124%[activator]
O=C(CSc1nnc(-c2ccc(O)cc2)n1Cc1ccccc1)NNC(=O)c1ccc(Br)cc1	4%	-68*	1%	-11%	-20%	66%[activator]	-47%
COc1ccc(CNC(=O)OCCN2CCN(Cc3ccccc3)CCC2=O)cc1	2%	17	-7%	-4%	3%[8.37 µM]	3%	-4%
CCn1c(NC(=O)c2ccccc2)c(-c2cccs2)c(=O)c2ccccc21	0%	26	-8%	-6%	8%	-2%	-28%
N#Cc1c(SCC(=O)Nc2ccc(Cl)cc2Cl)sc2c(O)cc(=O)[nH]c12	-12%	-30	-21%	4%	u	-14%	-35%
O=c1c2ccccc2nc(-c2ccccc2)n1/N=C/c1ccc([N+](=O)[O-])cc1	1%	44	-3%	-8%	9%	-19%	-14%
Cc1c(NC(=O)Nc2ccc(Br)cc2F)sc2nc3n(c(=O)c12)CCC(C)CC3 (stereo not drawn)	x	4	0%	20%	x	x	x
CCC(C(=O)NCCc1ccc(SC)cc1)n1nc(C)c2sc3ccccc3c2c1=O (stereo not drawn)	x	-23	-1%	-4%	x	x	x
CC(C)(C)c1ccc(C2(C)NC(=O)N(CC(=O)Nc3ccc4c(c3)OCO4)C2=O)cc1 (stereo not drawn)	4%	14	-4%	-11%	u	1%	-13%
Cc1ccc(NC(=O)CSc2nnc(-c3ccc(S(=O)(=O)N4CCOCC4)cc3)n2C)cc1	-2%	14	2%	-5%	-67%&-13%	-5%	-1%
CC(C)(C)c1ccc(C(=O)Nc2ccc(C(=O)N3CCCC3)cc2)cc1	-4%	-2	3%	-1%	-22%	0%	116%
NC(=NC(=O)c1cccc(C(F)(F)F)c1)c1ccc(C(F)(F)F)cn1	-15%	-11	-4%	12%	8%	81%[activator]	21%
O=c1[nH]c(CN2CCN(C/C=C/c3ccccc3)CC2)nc2cc(Cl)ccc12	2%	1	4%	3%	14µM*	23%	115%[activator]
COc1cc(CNC2CCCCCCC2)cc(Br)c1OCC#N	3%	u	-7%	-3%	u	-9%	-15%
CCCC(C)NC(=O)c1ccccc1SC (stereo not drawn)	2%	-17	4%	2%	3%	-6%	0%
O=[N+]([O-])c1ccc(OCn2cncn2)cc1	x	4	1%	-7%	17%	-3%	-17%
O=C(CCCN1C(=O)/C(=C\c2ccccc2)SC1=S)Nc1ccccc1O	6%	-95*	-2%	-5%	u	-13%	11µM*
CN(C)CC/C=C1/c2cc(F)ccc2Sc2ccc(Cl)cc21	x	-8	1%	x	u	u	x
Cc1ccc(C)c2[nH]c(=O)c(CCNC(=O)c3cccs3)cc12	1%	-34	1%	2%	2%[8.37 µM]	12%	11%
Nc1cc(=O)[nH]c(SCCSc2ccc(F)cc2)n1	1%	-20	0%	-10%	-22%	15%	-24%
NC(=O)NC(=O)COC(=O)/C=C/c1cccs1	-8%	0	-2%	3%	20%	3%	-12%
COc1ccc(CC(=O)NNC(=O)c2ccco2)cc1OC	-3%	5	2%	1%	21%	-12%	39%
Cc1cccc(CCNC(=O)c2nc(-c3ccc(Cl)cc3)n3c2CCCCC3)c1	x	-14	4%	14%	x	x	x
O=S(=O)(c1ccccc1)n1nc(-c2ccccc2)nc1NCc1ccco1	1%	-18	-4%	-4%	9%	-5%	-25%
COc1ccc(CCn2ccc(O)c(Cc3ccc(Cl)cc3Cl)c2=O)cc1OC	0%	-33	-11%	3%	15%	u	-28%
O=C(Nc1nccs1)c1cnc2sccn2c1=O	x	95	-5%	x	x	-5%	x
COc1ccc2nc(NC(=O)CSC3=NCCS3)sc2c1	5%	-28	-2%	-10%	u	9%	-52%
COc1ccc(OC)c(NC(=O)C(=O)/C=C(\O)c2cc(OC)ccc2OC)c1	-5%	15	3%	3%	u	1%	-13%
Cc1cc(C)nc(Nc2nc(C(N)Cc3ccccc3)cs2)n1 (stereo not drawn)	x	-73*	1%	x	x	47%[activator]	x
CCOC(=O)N1CCC(NC(=O)CSc2cc(=O)n(C)c3ccccc23)CC1	1%	-17	-10%	-3%	-5%	-5%	32%
CCC(=O)Nc1nc(C)c(C(=O)NC2CCCCC2)s1	-7%	20	-4%	-2%	-1%	0%	-14%
CN(C)c1ccc(/C=N/NC(=O)COc2ccccc2)cc1	-1%	66	-6%	-14%	-1%	-3%	-18%
Cc1ccc(CN(C)C(=O)c2cccc(S(=O)(=O)N3CCc4ccccc43)c2)cc1	x	8	4%	x	u	-12%	20%
O=C1C2C3C=CC(C3)C2C(=O)N1CCc1ccccc1 (stereo not drawn)	13%	3	1%	16%	8%	6%	8%
CCc1ccc(C(=O)NNC(=O)c2cc(S(=O)(=O)N(C)C)ccc2N2CCCC2)cc1	-3%	36	1%	0%	u	85%[activator]	-15%
NC(=O)c1cc[n+](Cc2ccccc2Cl)cc1	-5%	51	5%	-13%	24%	-7%	-21%
CC(=O)Nc1ccc(OS(=O)(=O)c2ccc(C)cc2C)cc1	14%	-18	0%	8%	0%	5%	0%
CC1(c2ccc(Cl)cc2)NC(=O)N(CC(=O)NC(=O)NCc2ccco2)C1=O (stereo not drawn)	2%	-37	-7%	-1%	10%	-8%	4%
CC(C)C(=O)C1=Cc2cccc([N+](=O)[O-])c2OC1N1CCOCC1 (stereo not drawn)	x	-24	0%	2%	10%	10%	-11%

Ordered by length of the SMILES (highest first): part of the list above
SMILES	LmPK inhibitor	HCMV antiviral	Tb PYK inh	AmpC inh detg	HCV inhibitor	AMA1-RON2 inh	AmpC inh no detg
CCOC(=O)N1CCC(NC(=O)CSc2cc(=O)n(C)c3ccccc23)CC1	1%	-17	-10%	-3%	-5%	-5%	32%
CCC(=O)Nc1nc(C)c(C(=O)NC2CCCCC2)s1	-7%	20	-4%	-2%	-1%	0%	-14%
NC(=O)c1cc[n+](Cc2ccccc2Cl)cc1	-5%	51	5%	-13%	24%	-7%	-21%

(next part)
SMILES	LmPK inhibitor	HCMV antiviral	Tb PYK inh	AmpC inh detg	HCV inhibitor	AMA1-RON2 inh	AmpC inh no detg
Cc1cccc(NC(=O)C2CCCN(S(=O)(=O)c3ccc4c(c3)oc(=O)n4C)C2)c1C (stereo not drawn)	x	14	0%	-10%	x	x	x
COc1ccc(CNC(=O)c2cnc(N3CCCC3)nc2C)cc1	x	-11	-1%	0%	x	x	x
CCOc1c(C)cnc2c1c(=O)n(Cc1ccc(Cl)cc1)c(=O)n2C	-2%	11	-1%	-3%	0%	0%	-17%
CCCCOCC1CC(CC#CCN2CCCCC2)C(=O)O1 (stereo not drawn)	-15%	-12	1%	0%	u	-12%	-4%
CCOC(=O)c1c(NC(=O)c2ccoc2C)sc(C(=O)N(C)C)c1C	-2%	-37	-10%	-7%	-16%	4%	142%[activator]
